High-throughput results as filed in PubChem.
IL2 activator = qHTS of IL-2 Activators; IL-2 activation reporter assay, cell-based qHTS; stimulated with anti-CD3/CD4/CD28 beads; in transgenic mouse T cells; activation, % (series mostly up to about 46 µM); actives 0.065% (n = 360,000); in the data active = activation above about 50%; inconclusive = mostly about 30% to 49%; also: 0% is about no effect
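Unstimulated transgenic mouse T cells; 60-min compound exposure; bead-based TCR/CD4/CD28 stimulation; 18 h culture, 37 degrees C; dual fluorescence (EGFP, DsRed) plate cytometry.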
WRN inhibitor = qHTS for Inhibitors of WRN Helicase. actives 0.46% (n = 360,000). Bifunctional 3'-5' exonuclease/ATP-dependent helicase WRN (Homo sapiens), Q14191. WRN helicase unwinding, fluorescent forked duplex, kinetic. AID 651768, 2012. Potency, µM (highest dose often 114 µM), for the others: at the top dose activity change, negative = inhibition, most hits filed as inhibitors; also: potency is read from the fitted curve at half-maximal effect; % is scaled to controls: 0 for no effect and ±100 for the full control effect; nearly all actives have a fitted effect of over 55% in size
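Kinetic fluorescence helicase assay: unwinding of a quenched forked DNA duplex (100 nM final) with 2 mM ATP final raises red fluorescence (525/598 nm). Compounds sat 15 min at room temperature with 20 nM WRN beforehand.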
EPAC1 antagonist = qHTS for Antagonist of cAMP-regulated guanine nucleotide exchange factor 3 (EPAC1): primary screen; EPAC1 GEF assay, Rap1b-BODIPY-GDP exchange fluorescence; Potency, µM (doses to about 115 µM), for inactives: top-dose activity change, negative = inhibition, most hits filed as inhibitors; actives 0.14% (n = 360,000); AID 720709, 2013;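 also: potency is read from the fitted curve at half-maximal effect; plate controls were vehicle for no effect and positive control for full effect; nearly all actives have a fitted effect of over 50% in size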
PI5P4K alpha inh = qHTS for Inhibitors of phosphatidylinositol 5-phosphate 4-kinase (PI5P4K) | PI5P4Kalpha enzyme, ADP-Glo luminescence, 60 min; hits give low values | max response, % | actives 1.2% (n = 330,000); active = max response of -50% or lower; inconclusive = between -30% and -50%; inactive = -30% or higher; also: value at the top dose of about 77 µM; % is scaled to controls: 0 for no effect and ±100 for the full control effect
Target sequence (P48426 whole entry, looked up): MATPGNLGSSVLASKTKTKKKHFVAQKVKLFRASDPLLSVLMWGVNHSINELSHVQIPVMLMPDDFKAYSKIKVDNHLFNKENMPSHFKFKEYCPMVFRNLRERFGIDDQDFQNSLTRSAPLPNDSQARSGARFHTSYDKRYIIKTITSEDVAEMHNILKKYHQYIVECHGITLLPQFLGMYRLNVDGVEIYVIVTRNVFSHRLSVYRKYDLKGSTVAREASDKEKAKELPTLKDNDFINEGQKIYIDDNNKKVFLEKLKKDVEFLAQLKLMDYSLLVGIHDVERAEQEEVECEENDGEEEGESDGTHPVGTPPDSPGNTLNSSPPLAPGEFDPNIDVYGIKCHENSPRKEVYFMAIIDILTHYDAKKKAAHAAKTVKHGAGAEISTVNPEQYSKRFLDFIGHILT
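Luminescence from ADP-Glo served as readout of PI5P4Kalpha activity in a qHTS format. Reaction: enzyme, substrate, compound, ATP at 5 microM final, 60 min at RT.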
PLK1 PBD inh = qHTS for Inhibitors of PLK1-PDB (polo-like kinase 1 - polo-box domain): Primary Screen. Serine/threonine-protein kinase PLK1 (Homo sapiens), P53350. Plk1 PBD binding of FITC phosphopeptide, fluorescence polarization. Potency, µM, for inactives: max response, negative = inhibition, usual class: inhibitors. actives 2.8% (n = 360,000); also: potency is read from the fitted curve at half-maximal effect; series mostly up to about 57 µM; % is scaled to controls: 0 for no effect and ±100 for the full control effect; nearly all actives have a fitted effect of over 65% in size
Target sequence (P53350 whole entry, looked up, the tested form may be a part): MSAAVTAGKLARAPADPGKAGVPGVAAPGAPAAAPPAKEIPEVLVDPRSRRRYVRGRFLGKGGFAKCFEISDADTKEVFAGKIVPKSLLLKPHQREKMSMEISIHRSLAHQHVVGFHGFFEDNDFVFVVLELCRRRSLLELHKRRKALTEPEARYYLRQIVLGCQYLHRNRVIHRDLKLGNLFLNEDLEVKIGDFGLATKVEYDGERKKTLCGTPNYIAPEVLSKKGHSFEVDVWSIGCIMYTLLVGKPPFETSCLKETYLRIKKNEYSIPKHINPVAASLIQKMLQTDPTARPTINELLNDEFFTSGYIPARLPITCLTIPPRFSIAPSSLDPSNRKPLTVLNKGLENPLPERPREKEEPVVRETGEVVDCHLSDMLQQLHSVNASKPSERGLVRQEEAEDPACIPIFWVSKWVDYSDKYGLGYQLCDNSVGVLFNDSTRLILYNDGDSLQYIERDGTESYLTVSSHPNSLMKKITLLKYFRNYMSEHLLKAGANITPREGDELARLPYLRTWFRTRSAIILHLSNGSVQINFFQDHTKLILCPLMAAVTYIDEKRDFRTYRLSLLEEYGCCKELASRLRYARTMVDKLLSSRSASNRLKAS
EPAC1 ag = qHTS for Agonist of cAMP-regulated guanine nucleotide exchange factor 3 (EPAC1): primary screen; Rap guanine nucleotide exchange factor 3 (Homo sapiens), O95398; EPAC1 agonist qHTS, biochemical assay; response scale: 100% = response to 6.5 mM cAMP; Potency, µM (series often up to 154 µM), inactives show top-dose activation, usual class: activators; actives 0.073% (n = 360,000); also: potency is read from the fitted curve at half-maximal effect; nearly all actives have a fitted effect of over 60% in size
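Fluorescent GDP-exchange assay: 100 nM EPAC1 with 250 nM Rap1B preloaded with BODIPY-GDP and 50 uM GDP; compounds tested as concentration series, 5 min at room temperature, then read every 5 min for 30 min (ex 480/em 540 nm); normalized to 6.5 mM cAMP.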
FUS suppressor = qHTS for Suppressors of FUS Proteinopathy: Primary screen using FUS-linked yeast assay | S. cerevisiae FUS-expressing, growth rescue, OD600, 24 h | Potency, µM (highest dose often 76.6 µM), for the others: at the top dose growth rescue (activation), usual class: activators | actives 0.24% (n = 390,000);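 also: potency is read from the fitted curve at half-maximal effect; plate controls were DMSO vehicle for no effect and reference control for full effect; nearly all actives have a fitted effect of over 55% in size; some results filed as inactive show a strong effect at the top dose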
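Restored growth of FUS-toxic S. cerevisiae, read as 600 nm absorbance after 24 h at 30C in galactose medium (starting OD 0.005). Controls CP55940 and DMSO.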
Abeta yeast res = qHTS for compounds that reverse cellular toxicity of Amyloid beta (A-beta) peptide in yeast: Primary Screen | AID 1347071, 2019 | yeast expressing A-beta42, growth rescue, OD600, 48 h; response scale: 0% DMSO, 100% iron-clioquinol control | actives 0.063% (n = 410,000) | Potency, µM (series often up to 46.1 µM), for the others: top-dose growth rescue, hits mostly activators; also: potency is read from the fitted curve at half-maximal effect; nearly all actives have a fitted effect of over 55% in size
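Yeast A-beta toxicity model in growth medium with pinned compounds, 48 h at 30 C; growth read as absorbance at 600 nm. Normalized to FeCl3/clioquinol equimolar mix (positive) and DMSO (negative).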
aSyn rescue = qHTS of alpha-syn Inhibitors; Yeast expressing alpha-synuclein, growth rescue, BacTiter-Glo, 24 h; Potency, µM (highest dose often 46.1 µM), for inactives: at the top dose growth rescue (activation), hits mostly activators; actives 0.14% (n = 370,000); also: potency is read from the fitted curve at half-maximal effect; % of control where 0% means no effect; nearly all actives have a fitted effect of over 65% in size
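Readout is rescue of growth in alpha-synuclein-expressing yeast, so inhibitors of toxicity appear as activators. Growth after 24 hr at 30 deg C in galactose medium is quantified by luminescence.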
An asterisk follows results filed as active; ? = inconclusive; nt = no result given; [ ] = remark or other dose. Unless noted, calls follow the shape of the dose curve; as a rule, active = well fitted curve in the direction sought with a large enough effect; inconclusive = small, poorly fitted or top-dose-only effect, or another doubt; inactive = no such curve, though single readings can be large; an effect the other way counts as inactive or inconclusive.

#	structure	IL2 activator	WRN inhibitor	EPAC1 antagonist	PI5P4K alpha inh	PLK1 PBD inh	EPAC1 ag	FUS suppressor	Abeta yeast res	aSyn rescue
1	Cc1cccc(NC(=O)c2cccc(OC(=S)N3CCOCC3)c2)c1	-3.5	-1%	-20%	19	3%	-2%	-5%	1%	7%
2	CC(NC(=O)C(=O)NN=C1CCCCCCCCCCC1)c1ccccc1 (stereo unspecified)	0.8	-2%	-14%	5	-1%	0%	-23%	14%	0%
3	Cc1c(NC(=O)COc2ccc3ccccc3c2)c(=O)n(-c2ccccc2)n1C	0.5	0%[57.1 µM]	-17%	2	-14%	10%	-13%	-26%	-2%
4	CC1(C(=O)NS(=O)(=O)c2cccc(OC(F)F)c2)CCN1C(=O)c1ccco1 (stereo unspecified)	-0.4	-4%	4%	8	-7%	3%	-21%	5%	-12%
5	O=C(CCC(=O)N1CCN(c2ccc(O)cc2)CC1)c1cccs1	0.7	-3%	-16%	-7	4%	-2%	3%	25%	10%
6	CCN1CNC(=S)N(c2ccccc2OC)C1	0.1	-3%	3%	1	-3%	8%	7%	-9%	1%
7	CCN1CCN(C(=O)c2ccc(N3CC4CC(C3)c3cccc(=O)n3C4)c([N+](=O)[O-])c2)CC1 (stereo unspecified)	0.1	-12%	-12%	-9	-9%	3%	17%	-18%	-1%
8	O=C(Nc1cc(C(F)(F)F)ccc1N1CCCCC1)C1=COCCO1	-3.2	12%	-7%	8	2%	2%	-41%	9%	-5%
9	Cc1ccc(NC(=O)COC(=O)c2cccc(C)c2[N+](=O)[O-])cc1S(=O)(=O)N1CCCCC1	-0.9	-5%	-11%	-3	-12%	3%	?	10%	-4%
10	CCOC(=O)N1CCN(C(=O)c2ccc3c(c2)sc2nc(-c4ccc(OC)cc4)cn23)CC1	1.7	-9%	7%	-1	-3%	7%	4%	5%	0%
11	Cn1c(SCC(=O)N2CCCCC2)nnc1-c1ccc(S(=O)(=O)N2CCOCC2)cc1	0.3	9%	12%	nt	-1%	6%	3%	7%	0%
12	CCn1c(CNC(=O)c2cccc(C)c2)nnc1SCC(=O)Nc1nnc(C)s1	-0.2	8%	-29%	-3	-3%	1%	-6%	11%	2%
13	COc1cc(C(=O)OCC(=O)Nc2nnc(-c3ccccc3)o2)cc(OC)c1OC	-0.5	-17%	-13%	-14	-2%	0%	-15%	14%	-1%
14	O=C1CCC(=O)N1CN(C(=O)c1ccco1)c1ccc(Cl)c(Cl)c1	0.5	-10%	?	4	-12%	-1%	-9%	4%	2%
15	Cc1nnc(SCc2cccc(Cl)c2)n(N)c1=O	-1.8	-3%	8%	1	-9%	11%	0%	28%	13%
16	Nc1nc2n(n1)C(=O)CC(c1ccccc1[N+](=O)[O-])N2 (stereo unspecified)	-2.7	6%	8%	0	3%	-4%	-27%	10%	1%

An excerpt from above in order of their number in PI5P4K alpha inh, largest number first:
entry	SMILES	IL2 activator	WRN inhibitor	EPAC1 antagonist	PI5P4K alpha inh	PLK1 PBD inh
14	O=C1CCC(=O)N1CN(C(=O)c1ccco1)c1ccc(Cl)c(Cl)c1	0.5	-10%	?	4	-12%
10	CCOC(=O)N1CCN(C(=O)c2ccc3c(c2)sc2nc(-c4ccc(OC)cc4)cn23)CC1	1.7	-9%	7%	-1	-3%
12	CCn1c(CNC(=O)c2cccc(C)c2)nnc1SCC(=O)Nc1nnc(C)s1	-0.2	8%	-29%	-3	-3%

(continued)
#	structure	IL2 activator	WRN inhibitor	EPAC1 antagonist	PI5P4K alpha inh	PLK1 PBD inh	EPAC1 ag	FUS suppressor	Abeta yeast res	aSyn rescue
17	COC(=O)[C@H]1C[C@@H]1[C@H](N)c1ccccc1	-0.2	3%	3%	-9	-11%	5%	-16%	-15%	-9%
18	O=C(c1ccncc1)N1c2ccccc2Sc2ccccc21	0.3	-1%	0%	9	-1%	6%	4%	-32%[inhibitor]	9%
19	Cc1cc(SCC(N)=O)nc(SCC(=O)c2ccccc2)n1	-2.8	-10%	6%	-1	?	-4%	10%	-16%	-2%
20	O=C(Cc1cccs1)Nc1nnc(SCc2ccc(C(F)(F)F)cc2)s1	-2.0	?	-21%	?	-9%	-5%	4%	3%	-10%
21	CC(C)CC(=O)Nc1nnc(CCc2ccccc2)s1	-3.8	5%	11%	4	4%	0%	-18%	-2%	-1%
22	COC(=O)c1ccc(C(=O)OC)c(NC(=O)COC(=O)c2ccc(OC)c(OC)c2OC)c1	0.9	-13%	-4%	1	-6%	1%	3%	12%	-6%
23	Cc1cc(N(C)C)c(C#N)c(NCc2ccccc2)n1	-0.2	1%	-12%	9	1%	-5%	-2%	19%	4%
24	C/C(=N/NS(=O)(=O)c1ccc(C)cc1C)c1ccc2c(c1)OCO2	-2.6	-6%	-7%	0	-15%	0%	3%	?	0%
25	COc1ccc(CN2CCN(Cc3ccccc3C(F)(F)F)CC2)c(OC)c1	-3.2	-18%	-2%	-5	3%	-4%	8%	-13%	3%
26	O=C(CNc1ccccc1)c1ccc([N+](=O)[O-])cc1	-3.0	-2%	-1%	-18	?	3%	nt	-9%	-1%
27	CCOc1ccc(OCC)c(NC(=O)CN2CCC(NC(=O)c3cccc(F)c3)CC2)c1	-0.5	4%	-2%	nt	0%	5%	38%	-4%	-1%
28	Clc1ccccc1CNCc1ccncc1	-2.7	5%[57.1 µM]	12%	0	8%	1%	3%	8%	11%
29	COc1cccc(NC(=O)CN(C)C(=O)c2cc3c(s2)CCC(C)C3)c1 (stereo unspecified)	-1.2	-7%	-2%	5	2%	2%	32%	19%	5%
30	CSc1nnc(NC(=O)c2nc(S(=O)(=O)Cc3cccc(C)c3)ncc2Cl)s1	-4.6	-20%	?	-25	?	-9%	38%	-23%	15%
31	COc1ccc(CNC(=O)CN(C)CC(=O)Nc2ccccc2Br)cc1	-0.1	4%	-12%	-11	-16%	8%	6%	-4%	4%
32	O=C1/C(=C/c2ccc3c(c2)OCO3)CCC/C1=C\c1ccc2c(c1)OCO2	-0.3	12%	6%	11	-8%	17%	nt	3%	-5%

10 compounds out of the list, sorted by count of non-hydrogen atoms, low to high.
#	structure	IL2 activator	WRN inhibitor	EPAC1 antagonist	PI5P4K alpha inh	PLK1 PBD inh	EPAC1 ag	FUS suppressor	Abeta yeast res	aSyn rescue
28	Clc1ccccc1CNCc1ccncc1	-2.7	5%[57.1 µM]	12%	0	8%	1%	3%	8%	11%
26	O=C(CNc1ccccc1)c1ccc([N+](=O)[O-])cc1	-3.0	-2%	-1%	-18	?	3%	nt	-9%	-1%
21	CC(C)CC(=O)Nc1nnc(CCc2ccccc2)s1	-3.8	5%	11%	4	4%	0%	-18%	-2%	-1%
19	Cc1cc(SCC(N)=O)nc(SCC(=O)c2ccccc2)n1	-2.8	-10%	6%	-1	?	-4%	10%	-16%	-2%
24	C/C(=N/NS(=O)(=O)c1ccc(C)cc1C)c1ccc2c(c1)OCO2	-2.6	-6%	-7%	0	-15%	0%	3%	?	0%
29	COc1cccc(NC(=O)CN(C)C(=O)c2cc3c(s2)CCC(C)C3)c1 (stereo unspecified)	-1.2	-7%	-2%	5	2%	2%	32%	19%	5%
32	O=C1/C(=C/c2ccc3c(c2)OCO3)CCC/C1=C\c1ccc2c(c1)OCO2	-0.3	12%	6%	11	-8%	17%	nt	3%	-5%
25	COc1ccc(CN2CCN(Cc3ccccc3C(F)(F)F)CC2)c(OC)c1	-3.2	-18%	-2%	-5	3%	-4%	8%	-13%	3%
27	CCOc1ccc(OCC)c(NC(=O)CN2CCC(NC(=O)c3cccc(F)c3)CC2)c1	-0.5	4%	-2%	nt	0%	5%	38%	-4%	-1%
22	COC(=O)c1ccc(C(=O)OC)c(NC(=O)COC(=O)c2ccc(OC)c(OC)c2OC)c1	0.9	-13%	-4%	1	-6%	1%	3%	12%	-6%

(further entries)
#	structure	IL2 activator	WRN inhibitor	EPAC1 antagonist	PI5P4K alpha inh	PLK1 PBD inh	EPAC1 ag	FUS suppressor	Abeta yeast res	aSyn rescue
33	Cc1cccc(C(=O)N(Cc2ccc(C)o2)C2CCS(=O)(=O)C2)c1 (stereo unspecified)	-1.1	-4%	-4%	2	4%	-5%	nt	7%	7%
34	Cc1c(C(=O)Nc2cccc(-c3nnc4n3CCCCC4)c2)oc2ccccc12	-3.2	8%	-14%	-8	-7%	-1%	nt	-3%	-6%
35	Cc1ccc(C(=O)C2CCN(C(=S)NCCCOC(C)C)CC2)cc1	-0.6	-5%	-2%	6	-10%	11%	20%	?	0%
36	CCOC1=C2[C@@H](CN(S(=O)(=O)c3ccc(C)cc3)[C@H]2c2ccccc2Cl)[C@H]2C(=O)NC(=O)[C@H]2C1	0.4	2%	-5%	2	-7%	7%	20%	5%	7%
37	Cc1ccc2c3c1C(=O)C(=O)N3C(C)(C)CC2C (stereo unspecified)	0.5	-5%	11%	nt	0%	1%	-1%	-5%	?
38	CC1=[N+]([O-])C(C)(C)C(C)N(O)C1=O (stereo unspecified)	0.1	8%	3%	-9	-6%	9%	-20%	-5%	-5%
39	CN(C)c1ccc(CNc2ncc(Br)cc2Br)cc1	-0.7	2%	20%	10	1%	3%	18%	9%	-2%
40	Cc1cc2c(=O)[nH]cnc2s1	0.9	0%	?	3	-5%	0%	-37%	19%	3%
41	C=CCc1c(C)nc(C)nc1N/N=C/c1ccccc1	0.6	-10%[57.1 µM]	-7%	-5	-2%	-6%	-11%	10%	1%
42	O=C(c1nc2ccc(Cl)cn2c1CNCCc1cnccn1)N1CCCCCCC1	2.5	1%	11%	-3	-1%	-1%	nt	4%	5%
